S100A4 inh HTS = inhibitors of human S100A4 binding to myosin IIA peptide; S100A4/TAMRA-MyoIIA peptide fluorescence polarization; inhibition, % at 10.7 µM; 0.14% of 360,000 active;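 active = mean inhibition of at least 70% across replicates, with every replicate also reaching that level; inconclusive = mean inhibition reaches 70% but some replicates fall short; inactive = mean inhibition below 70%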
Target sequence (P26447 whole entry, looked up): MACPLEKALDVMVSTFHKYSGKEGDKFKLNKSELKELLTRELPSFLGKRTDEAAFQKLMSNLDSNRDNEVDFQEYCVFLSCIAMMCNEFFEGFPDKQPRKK
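Test system – S100A4 monomer (human) · Compound – single-point compound testing · Schedule – 5 min incubation before reading · Probe or stimulus – TAMRA-labelled myosin IIA heavy-chain peptide probe, 5 nM · Benchmarks – neutral control DMSO, positive control TFP · Medium – Calcium-containing HEPES buffer, pH 7.2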
ERAP1 inh = inhibitors of human ERAP1 aminopeptidase; inhibition, % at 10.7 µM; AID 652197; recombinant ERAP1, Leu-AMC fluorescence, 60 min; 0.15% of 340,000 active; Q9NZ08;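 active = mean replicate inhibition of at least 30%, or all replicates individually reaching that 30% level; inactive = mean below 30% and not every replicate reaching it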;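 note: 0% = neutral control wells and 100% = L-leucinethiol positive control wells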
Target sequence (Q9NZ08 whole entry, looked up): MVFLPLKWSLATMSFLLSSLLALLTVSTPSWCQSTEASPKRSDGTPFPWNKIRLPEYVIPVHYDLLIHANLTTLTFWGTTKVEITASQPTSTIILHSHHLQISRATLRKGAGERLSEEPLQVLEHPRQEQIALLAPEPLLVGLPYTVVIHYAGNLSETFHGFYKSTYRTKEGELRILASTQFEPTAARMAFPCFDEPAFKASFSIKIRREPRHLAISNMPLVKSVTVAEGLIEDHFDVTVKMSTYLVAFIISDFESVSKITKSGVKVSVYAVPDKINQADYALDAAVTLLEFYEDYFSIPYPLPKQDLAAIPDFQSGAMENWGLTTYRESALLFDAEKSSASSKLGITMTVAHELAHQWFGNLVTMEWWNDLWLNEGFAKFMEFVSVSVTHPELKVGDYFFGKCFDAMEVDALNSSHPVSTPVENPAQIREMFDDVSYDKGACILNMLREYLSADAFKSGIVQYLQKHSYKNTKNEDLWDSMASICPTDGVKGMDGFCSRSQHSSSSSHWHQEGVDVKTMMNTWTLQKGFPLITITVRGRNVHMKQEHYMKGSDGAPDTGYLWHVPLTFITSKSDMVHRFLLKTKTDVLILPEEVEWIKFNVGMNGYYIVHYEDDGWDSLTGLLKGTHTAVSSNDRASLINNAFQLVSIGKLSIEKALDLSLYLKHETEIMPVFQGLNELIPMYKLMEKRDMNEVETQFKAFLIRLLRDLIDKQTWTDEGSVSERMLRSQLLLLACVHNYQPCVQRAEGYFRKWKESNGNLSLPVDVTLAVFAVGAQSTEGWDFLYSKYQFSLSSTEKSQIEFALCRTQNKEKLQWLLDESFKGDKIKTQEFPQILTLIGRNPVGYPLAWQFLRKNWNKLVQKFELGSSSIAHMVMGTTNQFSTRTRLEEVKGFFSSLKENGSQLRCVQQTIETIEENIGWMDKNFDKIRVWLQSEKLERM
C2C12 statin = suppressors of simvastatin-induced myotoxicity in C2C12 myotubes | ATP luminescence, 48 h; scaled: DMSO 0, geranylgeraniol control 100 | rescue of ATP level, % at 7.49 µM | 0.78% of 330,000 active;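 active = mean ATP rescue above about 67%, or every replicate alone reaching that limit, limit read from the data, passing the limit was not always enough; inconclusive = no clear call, values can overlap the other calls; inactive = mean under the limit and some replicate under it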;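 note: myotubes were challenged with 10 µM simvastatin during compound exposure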
LGR2 antag = inhibitors of bursicon-induced Drosophila LGR2 receptor cAMP signaling; 0.35% of 380,000 active; HEK293 LGR2, CRE-luciferase, bursicon-stimulated, 4 h; inhibition, % at 9.99 µM;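 active = drop in luminescence signal, shown as inhibition above about 50% in the replicate tests, limit read from the data, passing the limit was not always enough; inconclusive = probably only some replicates passing the limit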;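 note: agonist challenge used bursicon conditioned medium at about half maximal strength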
SIRT5 block = blocks human SIRT5 desuccinylation of peptide | 1.1% of 330,000 active | inhibition, % at 15 µM | Purified SirT5, succinyl-peptide AMC, trypsin-coupled fluorescence | AID 652115 | Q9NXA8; in the data active = inhibition above about 15%; inconclusive = no clear call, values can overlap the other calls
Cneo AK release = Cryptococcus neoformans lysis via adenylate kinase release. C. neoformans lysis, adenylate kinase release luminescence, 4 h; normalised: neutral wells 0, clomiphene wells 100. lysis activity, % at 15 µM. 0.2% of 360,000 active. AID 651654;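 active = mean lysis activity across replicates of at least 80%, whatever share of replicates individually reach that level; inactive = mean lysis activity below 80%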
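Assay system: Cryptococcus neoformans yeast cells / Dosing: single-point compound dose / Timing: 4 h at 37 °C static, read 1 h later / Measured by: luminescence of released adenylate kinase using an AK detection reagent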
PGC1a acetyl inh = lowers PGC1a acetylation signal in U2OS cells. AlphaScreen anti-acetyl-lysine; with virally co-expressed GCN5 acetyltransferase. inhibition, % at 15.6 µM. 0.17% of 350,000 active. AID 651687;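 active = every replicate shows inhibition of at least 40%; inconclusive = mean inhibition at least 40% but some replicate below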;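 note: 0% = neutral control wells and 100% = positive control wells; some results beyond the cut were filed as inactive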
XiGFP reactiv = activators of X-chromosome reactivation in mouse fibroblasts | XiGFP mouse fibroblasts, % GFP-positive cells imaging, 3 d; cells co-treated with 5-aza-dC sensitizer; scaled so ellipticine positive control = 100% | activation, % at 7.58 µM | 0.055% of 360,000 active | AID 743238;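 active = mean normalized replicate activation at least 10% and every replicate at or above 10%; inconclusive = only one of the two criteria met; inactive = mean below 10% and not all replicates reach 10%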;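 note: 0% = median of on-plate neutral control wells and 100% = ellipticine 6 µM median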
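System: 68-5-11 XiGFP fibroblast line; Timing: 3 days compound exposure; Compound dosing: one concentration, pinned; Benchmarks: positive control ellipticine, 6 µM final; Buffer or medium: DMEM containing 5-aza-dC.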
* hit, by the source's call; ? = inconclusive; / = not tested or not shown; & = joins results of further samples. A portion of the library; count on the stated rates, not on these rows.

SMILES | S100A4 inh HTS | ERAP1 inh | C2C12 statin | LGR2 antag | SIRT5 block | Cneo AK release | PGC1a acetyl inh | XiGFP reactiv
CC(=O)Nc1ccc(S(=O)(=O)N(CCCN2CCOCC2)Cc2cccs2)cc1 | 1.6 | -2.3 | / | 2.6 | -2.1 | / | / | 0.5
Cc1oc(-c2ccc(-c3ccccc3)cc2)nc1CN(C)C1CCOC1 (centres undefined) | -2.0 | 2.1 | -49.0 | -98.4 | 17.6* | -8.6 | -7.4 | 0.1
CCOC(=O)Cn1c(=NC(=O)c2ccc([N+](=O)[O-])s2)sc2ccccc21 | 0.5 | -0.8 | / | / | -1.6 | / | / | 17.5*
COc1ccccc1C(=O)N(Cc1ccccc1)c1ccc(C)cc1 | -1.5 | -1.6 | 18.3 | -5.0 | -1.5 | -5.0 | / | -0.1
OC[C@@H]1[C@@H](c2ccc(C#CC3(O)CCCC3)cc2)[C@@H]2CN(Cc3ccccc3F)CCCCN12 | -83.5 | 2.1 | / | 6.2 | -0.7 | -0.9 | -14.0 | 0.0
CCCN(CC(=O)Nc1ccccc1C)C(=O)Cc1n[nH]c(=O)c2ccccc12 | -4.1 | -0.6 | 1.0 | -10.7 | -2.8 | 1.1 | / | 0.0
Oc1cccnc1CN1CCCCC1 | 3.1 | -1.9 | 5.7 | -15.9 | / | 1.6 | 13.4 | 0.2
C[C@H]1CN([C@@H](C)CO)C(=O)CCCn2nncc2CO[C@H]1CN(C)C(=O)c1ccc2ccn(C)c2c1 | 1.0&-2.6&-1.9 | 4.5&-1.6&-0.1 | -3.0&-20.4&7.0 | -0.8&-2.3 | 1.5&-5.5&2.1 | 0.0&-0.6 | -17.5&6.8&-1.7 | 0.2&0.2
Cc1ccc(S(=O)(=O)N(C)C[C@@H]2Oc3ccc(NC(=O)Nc4ccccc4)cc3C(=O)N([C@@H](C)CO)C[C@@H]2C)cc1 | 2.4 | -0.7 | -19.1 | 5.5 | 0.4 | 5.0 | -4.4 | -0.5
O=C1NC[C@@H](CCCCN2C[C@H](Cc3ccccc3)N(CCC3CCCCC3)C(=O)C2=O)N(Cc2ccccc2)C1=O | 8.1 | -0.9 | / | -1.4 | 2.4 | / | / | -0.1
Cc1c(Cl)cccc1NS(=O)(=O)c1ccc(-c2ccc(=O)[nH]n2)o1 | -1.9 | -2.6 | -2.1 | -6.6 | -4.9 | 1.3 | 5.0 | 0.0
CC(=O)N(CCc1ccccc1)Cc1cc2ccc(C)c(C)c2[nH]c1=O | 8.4 | -0.1 | 6.4 | 9.2 | -4.6 | 6.6 | -16.2 | 0.0
CCOC(=O)C(C)Sc1nc2c(c(=O)[nH]c(=O)n2C)n1Cc1ccc(Cl)cc1 (centres undefined) | 10.2 | 8.1 | 0.5 | -5.8 | 11.9 | -3.9 | / | 0.1
CN(C)C(=O)C[C@H]1CC[C@@H]2[C@H](COC[C@@H](O)CN2CC2CCCC2)O1 | -3.3 | -0.3 | -4.7 | -5.5 | 1.1 | -1.9 | 3.7 | 0.2
C[C@H]1CN([C@@H](C)CO)C(=O)c2cccc(NC(=O)C3CC3)c2O[C@H]1CN(C)CC1CCCCC1 | 0.3&-4.7 | -1.9&-2.2 | -8.7&1.3 | 15.5&-2.4 | -2.8&-3.7 | -1.2&1.0 | 6.4&-3.7 | -0.6&0.6
NS(=O)(=O)c1ccc(NC(=O)c2ccc3c(c2)OCO3)cc1 | -0.6 | -1.0 | -4.4 | -9.6 | -4.2 | -2.2 | 0.7 | 0.1
NS(=O)(=O)c1ccc(NC(=O)CSc2nc3ccccc3[nH]2)cc1 | 8.6 | 1.1 | / | -7.1 | -0.5 | / | / | -0.2
Cc1ccc2nc(NS(C)(=O)=O)sc2c1 | -7.7 | -4.6 | -3.3 | -8.9 | -6.3 | 0.9 | 1.3 | 0.0
N#C[C@@H]1[C@H](c2ccccc2-c2ccccc2F)[C@H](CO)N1C(=O)C1CC1 | 2.4 | 1.0 | / | 17.4 | 2.3 | / | -2.2 | 0.2
C[C@H](CO)N1C[C@H](C)[C@@H](CN(C)Cc2ccc(C(=O)O)cc2)Oc2ccc(NC(=O)C3CC3)cc2C1=O | -1.3 | 0.5 | 14.9 | 1.3 | -2.4 | 0.9 | 3.3 | 0.2
CCOc1ccc(S(=O)(=O)NCCCN2CCOCC2)cc1 | 1.6 | -1.8 | -2.0 | -0.7 | -7.7 | 1.2 | -5.7 | /
O=c1c(C/C=C/c2ccccc2)c(O)ccn1Cc1ccc(Cl)cc1Cl | 0.0 | -0.6 | / | 3.2 | -2.1 | / | -16.7 | 0.0
COc1ccc2cc3cc(C(=O)N4CCN(c5ccccn5)CC4)oc3nc2c1 | -1.4 | 2.2 | 1.7 | 3.4 | 1.0 | -0.8 | / | 0.0
COc1ccccc1CN1[C@H](CO)[C@@H]2c3ccccc3N(C(=O)C3CCC3)C[C@@H]21 | / | / | 9.7 | 7.4 | 0.5 | -3.7 | -4.2 | 0.1
CO[C@@H]1CN(C)C(=O)c2ccc(NC(=O)C3CC3)cc2OC[C@@H](C)N(C)C[C@@H]1C | -4.0 | -3.7 | -3.1 | 18.6 | / | -0.5 | -10.9 | -0.1

Reprinted from the part before: 2 entries; new compounds follow.
SMILES | S100A4 inh HTS | ERAP1 inh | C2C12 statin | LGR2 antag | SIRT5 block | Cneo AK release | PGC1a acetyl inh | XiGFP reactiv
COc1ccccc1CN1[C@H](CO)[C@@H]2c3ccccc3N(C(=O)C3CCC3)C[C@@H]21 | / | / | 9.7 | 7.4 | 0.5 | -3.7 | -4.2 | 0.1
CO[C@@H]1CN(C)C(=O)c2ccc(NC(=O)C3CC3)cc2OC[C@@H](C)N(C)C[C@@H]1C | -4.0 | -3.7 | -3.1 | 18.6 | / | -0.5 | -10.9 | -0.1
CO[C@@H]1CN(C)C(=O)c2ccc(NC(=O)C3CCOCC3)cc2OC[C@@H](C)N(C(=O)C2CCOCC2)C[C@H]1C | -5.3 | 1.2 | 4.9 | -5.2 | -8.2 | -2.3 | 2.2 | 0.0
O=C(Cc1ccccn1)N[C@H]1CC[C@H](CCn2cc(-c3ccc(F)cc3)nn2)O[C@@H]1CO | -81.0 | -2.3 | / | -4.6 | 0.6 | / | 4.8 | 0.3
O=C1CC2(CCCC2)Oc2ccc(F)cc21 | -20.9 | / | 4.6 | -13.9 | / | -0.4 | 0.8 | -0.3
O=C(O)CCNC(=O)C12CC3CC(CC(C3)C1)C2 | -1.9 | 0.6 | / | 3.2 | -3.3 | / | -1.4 | -1.2
Cc1cccc(-c2nc3sc(C)cc3c(=O)o2)c1 | -5.9 | 6.3 | / | -36.3 | 0.5 | / | 9.9 | 0.0
CC(C)NC(=O)N(C)C[C@H]1OCCCC[C@H](C)Oc2ccc(NS(=O)(=O)c3ccc(F)cc3)cc2C(=O)N([C@@H](C)CO)C[C@H]1C | 9.8 | 2.2 | / | -0.6 | -1.8 | -4.0 | 0.5 | 0.1
O=C(NCc1ccc(F)cc1)[C@@H]1[C@@H](CO)[C@@H]2Cn3c(cccc3=O)[C@@H]2N1C(=O)c1cccnc1 | 1.3 | -5.4 | -11.0 | 8.2 | 0.2 | -2.5 | / | 0.2
CC(=O)N1CCc2c(sc(NC(=O)CCS(=O)(=O)c3ccccc3)c2C(N)=O)C1 | 7.3 | -5.5 | 2.5 | 2.5 | -0.5 | 0.4 | -12.4 | 0.2
CN(Cc1ccon1)C(=O)CC1C(=O)NCCN1CC1CCCCC1 (centres undefined) | 1.5 | -6.9 | / | 3.2 | 1.4 | / | / | 0.1
CCOC(=O)C1=C(c2ccccc2)N=c2sc(=Cc3cc(OC)c(OC)c(OC)c3)c(=O)n2C1c1cccs1 (centres undefined) | -8.1 | / | -23.7 | -8.7 | 16.1* | -3.4 | / | 0.0
C[C@@H]1CCCCO[C@H](CN(C)Cc2ccccc2)[C@@H](C)CN([C@H](C)CO)C(=O)c2cc(NC(=O)Nc3ccccc3)ccc2O1 | 9.9 | 3.1 | / | 3.2 | -3.9 | -0.3 | -14.7 | 0.0
C[C@H](CO)N1C[C@H](C)[C@@H](CN(C)S(=O)(=O)c2ccc(Cl)cc2)OCCCC[C@H](C)Oc2ccc(NS(C)(=O)=O)cc2C1=O | -13.5 | 0.4 | -47.3 | 8.4 | -4.9 | 1.2 | 1.9 | -0.9
O=C(CCn1nnc(-c2cccs2)n1)NCc1ccccc1Cl | -3.3 | -1.4 | -22.0 | -6.8 | 1.3 | 1.2 | 22.1 | /
C[C@@H]1CN([C@@H](C)CO)C(=O)CCCn2nncc2CO[C@H]1CN(C)C(=O)Nc1ccc(C(F)(F)F)cc1 | -2.3&-6.0 | 0.2&0.7 | 2.6&7.5 | -0.8&1.3 | 0.6&-0.8 | 0.5&0.1 | 1.0&-2.4 | 0.0&-0.4
Cc1nnc(C)n1N1C(=O)c2cccc3cccc(c23)C1=O | 3.4 | 0.7 | 5.6 | 5.7 | -5.9 | 7.2 | 11.6 | /
CN(C)S(=O)(=O)N1CCN(c2ccccc2Cl)CC1 | -1.1 | 1.8 | -3.9 | -2.5 | -1.1 | 3.1 | -3.9 | /
CCn1c(Cc2ccccc2)nnc1SCC(=O)Nc1nc(C)c(C)s1 | / | / | 29.5 | -15.3 | / | 3.6 | 3.2 | /
N#C[C@@H]1[C@H](c2ccc(C#Cc3ccccc3F)cc2)[C@@H](CO)N1C(=O)C1CC1 | -44.6 | -4.8 | 0.2 | ? | -0.7 | -3.8 | -9.9 | 0.5
COc1ccc(-c2csc(N(CCCN(C)C)C(=O)c3ccc(OC)c(OC)c3)n2)cc1 | -1.9 | 0.5 | -6.3 | -0.1 | / | -1.1 | / | 0.0
COCCN(CCOC)Cc1c(C)[nH]c2c(C)c(C)ccc2c1=O | 10.2 | 0.0 | / | 0.9 | 3.9 | -2.0 | / | /
COc1ccc(NC(=O)CN(C)C(=O)c2ccc3c(c2)CC(c2ccccc2)OC3=O)cc1 (centres undefined) | -7.0 | -5.6 | -5.0 | -9.5 | 0.6 | 3.5 | -0.1 | 0.3
COc1ccc2c(c1)OC[C@H]1[C@H]2N2C(=O)CN(C)C(=O)[C@@]2(C)[C@H]1c1ccccc1 | 5.6 | -0.1 | 11.6 | -3.5 | / | 1.7 | / | -0.1
CCOC(=O)C1CCN(C(=O)CCNC(=O)Cn2ccc3ccccc3c2=O)CC1 | 0.1 | 5.6 | -5.7 | 2.0 | -9.8 | / | 5.6 | /
Cc1ccc(C)c(NC(=O)CN2C(=O)COc3ccc(S(=O)(=O)N4CCCC4)cc32)c1 | -4.3 | 0.4 | 0.9 | 19.4 | 5.0 | -0.5 | -18.9 | 0.1
O=C(NCc1cccnc1)C(=O)Nc1ccc([N+](=O)[O-])cc1 | 4.0 | -0.1 | / | -12.0 | 6.5 | 0.7 | 7.9 | 0.0
CCC(NC(=O)CCc1nnc(-c2cc(C)on2)o1)C12CC3CC(CC(C3)C1)C2 (centres undefined) | -4.9 | -3.6 | -6.8 | 5.5 | 7.7 | 1.9 | / | 0.0
CC(C)(C)S(=O)(=O)/C(C#N)=C/c1sccc1C1OCCO1 | -4.7 | -5.0 | / | / | -0.6 | / | 12.6 | 0.0
CC(=O)NNC(=O)c1csc(-c2csc(C)n2)n1 | 0.6 | -3.1 | 5.4 | -0.1 | / | -1.7 | 6.3 | 0.2
c1ccc(NN(Cc2cnccn2)c2ccccc2)cc1 | 0.3 | -1.6 | 12.8 | 5.8 | -2.4 | 0.3 | -10.6 | -0.1
